CHRM1 antagonist: human CHRM1 antagonism | P11229 | CHO-K1 hM1, Fluo-8 calcium fluorescence, ACh EC80 antagonist | inhibition, % at 3 µM | hit rate 1.3% among 360,000;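 active = percent inhibition above its own plate's cutoff, namely the mean of that plate's compound wells plus 3 SD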;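 note: peak over basal fluorescence ratio during 140 s after agonist addition; 0% = ACh EC80 plus DMSO and 100% = DMSO alone without agonist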
CHRM5 PAM: CHRM5 positive allosteric modulation | CHO-K1 hM5, Fluo-8 calcium, ACh EC20 PAM; 0% = ACh EC20, 100% = ACh EC100 | activation, % at 3 µM | P08912 | hit rate 0.3% among 360,000;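 active = activation above the run cutoff, the mean activation of all test compounds plus 3 SD, cut at about 18% in these data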
Target sequence (P08912 whole entry, looked up): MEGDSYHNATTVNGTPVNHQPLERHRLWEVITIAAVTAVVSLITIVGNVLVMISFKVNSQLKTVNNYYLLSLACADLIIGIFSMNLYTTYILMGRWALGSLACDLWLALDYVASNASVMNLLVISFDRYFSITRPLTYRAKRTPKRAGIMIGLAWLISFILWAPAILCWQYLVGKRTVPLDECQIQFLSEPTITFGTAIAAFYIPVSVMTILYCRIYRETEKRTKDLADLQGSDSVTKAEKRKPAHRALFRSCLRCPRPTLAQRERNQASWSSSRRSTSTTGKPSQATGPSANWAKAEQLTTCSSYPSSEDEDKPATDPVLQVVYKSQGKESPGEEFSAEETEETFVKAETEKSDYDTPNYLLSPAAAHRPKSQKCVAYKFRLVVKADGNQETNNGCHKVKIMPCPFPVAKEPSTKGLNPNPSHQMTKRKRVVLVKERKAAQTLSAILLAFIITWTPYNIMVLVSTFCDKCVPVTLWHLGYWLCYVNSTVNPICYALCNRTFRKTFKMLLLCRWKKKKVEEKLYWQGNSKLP
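Assay system – human M5 receptor in CHO-K1 cells · Read-out – % activation, ACh-normalized · Technique – Fluo-8 calcium fluorescence · Dosing – single-point, 3 µM nominal · Incubation – Fluo-8 loading 80 min at 37 °C plus 30 min room temperature · Repeats – singlicate, one well per test compound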
CHRM4 antagonist: blocks acetylcholine activation of human M4 receptor; P08173; CHO-hM4 cells, ACh EC80, Fluo-8 calcium fluorescence; inhibition, % at 3 µM; hit rate 0.73% among 360,000;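 active = inhibition above its plate's cutoff, the mean inhibition of sample wells plus 3 SD, cut at about 27% in these data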;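 note: 0% = acetylcholine EC80 with DMSO and 100% = DMSO without agonist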
Target sequence (P08173 whole entry, looked up): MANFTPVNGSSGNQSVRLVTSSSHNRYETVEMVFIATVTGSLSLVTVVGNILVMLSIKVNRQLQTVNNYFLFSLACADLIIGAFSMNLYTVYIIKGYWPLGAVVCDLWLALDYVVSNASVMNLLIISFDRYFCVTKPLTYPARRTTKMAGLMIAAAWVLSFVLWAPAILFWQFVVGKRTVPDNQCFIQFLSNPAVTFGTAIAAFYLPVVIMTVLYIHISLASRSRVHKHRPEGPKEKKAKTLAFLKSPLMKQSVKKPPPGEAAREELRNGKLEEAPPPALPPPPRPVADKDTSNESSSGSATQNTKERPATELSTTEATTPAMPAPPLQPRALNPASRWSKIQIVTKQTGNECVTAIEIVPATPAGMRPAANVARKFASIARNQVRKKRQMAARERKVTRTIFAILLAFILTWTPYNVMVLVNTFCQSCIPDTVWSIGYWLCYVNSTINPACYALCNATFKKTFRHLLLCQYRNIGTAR
M1 PAM: positive allosteric modulators of human M1 muscarinic receptor; P11229; CHO-K1 hM1, Fluo-8 calcium fluorescence, ACh EC20; 0% = ACh EC20, 100% = maximal ACh; activation, % at 3 µM; hit rate 0.088% among 360,000; in the data active = activation above about 19%, passing the limit was not always enough
CHRM4 PAM: CHRM4 positive allosteric modulation; CHO-K1 hM4/Gqi5, Fluo-8 calcium fluorescence, ACh EC20; 0% = ACh EC20, 100% = maximal ACh; activation, % at 3 µM; hit rate 0.4% among 360,000; P08173;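 active = activation above its plate's cutoff, the mean activation of sample wells plus 3 SD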; note: some results filed as inactive read as strong as hits
CHRM4 agonist: agonists of human muscarinic M4 receptor (CHRM4); hit rate 0.14% among 360,000; activation, % at 3 µM; CHO-K1 hM4/Gqi5, Fluo-8 calcium fluorescence; vehicle 0%, full acetylcholine response 100%;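 active = activation above the run mean over all test wells plus 3 SD, cut at about 32% in these data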;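 note: peak over basal fluorescence ratio per well then scaled between controls; 0% = DMSO wells and 100% = acetylcholine at EC100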
CRFBP-R2 agonist: CRF-BP/CRF-R2 complex agonism | HEK293 CRF-R2/CRF-BP, calcium dye fluorescence (FLIPR); percent of saturating CRF peptide response | activation, % at 13.2 µM | hit rate 0.46% among 350,000 | AID 588473;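 active = activation of at least 50%, plus an integration ratio under a set limit after plate pattern correction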;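 note: plate controls were neutral control wells without compound for no effect and CRF at EC100 for full effect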
M5 antag: CHRM5 antagonism in calcium assay; P08912; CHO-hM5 cells, Fluo-8 calcium fluorescence, ACh EC80; inhibition, % at 3 µM; hit rate 0.59% among 360,000; AID 624040;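 active = inhibition above a per-plate cutoff, the mean of that plate's test compounds plus 3 SD, cut at about 27% in these data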;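 note: 0% = acetylcholine EC80 with DMSO and 100% = DMSO without agonist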
M5 ag: CHRM5 agonism in calcium assay; P08912; CHO-K1 hM5 cells, Fluo-8 calcium fluorescence; 0% DMSO wells, 100% maximal acetylcholine response; activation, % at 3 µM; hit rate 0.19% among 360,000; AID 624037;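 active = activation above the run's mean over test compounds plus 3 SD, cut at about 23% in these data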;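 note: signal is peak over basal fluorescence ratio across the kinetic read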
An asterisk follows results filed as active; . = not tested or not shown. Random draw from the library; 2.8% or so of the library scored in one or more.

SMILES | CHRM1 antagonist | CHRM5 PAM | CHRM4 antagonist | M1 PAM | CHRM4 PAM | CHRM4 agonist | CRFBP-R2 agonist | M5 antag | M5 ag
CC(C)(C)NC(=O)C(c1ccccn1)N(C(=O)c1ccc2c(c1)OCCO2)C1CCCC1 (stereo not drawn) | -9 | -2 | -12 | 3 | 2 | 0 | 6.3 | -3 | -5
Nc1nonc1-n1nnc(C(=O)N/N=C/c2cccnc2)c1CSc1ccc(Cl)cc1 | 29 | -8 | 7 | -16 | -9 | 18 | 0.9 | 15 | -1
COc1ccc(-c2cc(-c3ccc(C)cc3)nc(SCc3nnc(-c4ccccc4)o3)c2C#N)cc1OC | 8 | 0 | 3 | -3 | 1 | 1 | 7.5 | -3 | 1
FC(F)(F)c1ccnc(Sc2n[nH]c(C(F)(F)F)n2)c1 | -12 | -5 | -6 | 6 | -2 | 3 | -0.8 | 14 | 1
O=C1CCC(C(=O)N2CCSCC2)CN1Cc1cccc(C(F)(F)F)c1 (stereo not drawn) | 10 | -1 | 9 | -5 | 0 | 0 | -0.5 | 2 | -3
CCn1c(CNC(=O)Cc2ccc(OC)cc2)nnc1SCC(=O)c1ccccc1 | -9 | 8 | -13 | 4 | 1 | 0 | 0.9 | -3 | 3
N=C(N)SCCc1cccc(CCSC(=N)N)c1 | -5 | -1 | 11 | -12 | -11 | 0 | -0.4 | -2 | -1
CN(C)S(=O)(=O)c1ccc(NC(=S)NC(=O)c2cccs2)cc1 | -1 | 4 | -4 | 6 | 0 | 6 | 0.4 | 5 | -2
O=C(C1CC(=O)N(C2CCCC2)C1)N1CCN(c2cccc(C(F)(F)F)c2)CC1 (stereo not drawn) | 0 | -8 | -8 | -5 | -2 | 7 | -2.8 | 2 | 7
CCn1c(=O)c2c(nc(SCC(=O)Nc3ccccc3)n2C)n(C)c1=O | -14 | 1 | -2 | 10 | -4 | 2 | 0.2 | 13 | -3
CC(=O)N1c2ccc(S(=O)(=O)NCCC(=O)Nc3ccc(F)cc3)cc2CC1C (stereo not drawn) | -3 | 3 | -3 | 2 | 1 | 1 | 0.4 | -4 | -3
CCOC(=O)c1c(C)n(CCNC(C)=O)c2ccc(OC)cc12 | 5 | 3 | 8 | -4 | -2 | 1 | 2.6 | 7 | -3
CC1CCN(C(=O)/C(=C\c2ccccc2)NC(=O)c2ccccc2)CC1 | -1 | 9 | -11 | 5 | -4 | 3 | -0.5 | -4 | 7
CC(=O)Oc1ccc2c(=O)oc(-c3ccc([N+](=O)[O-])cc3)nc2c1 | 6 | -1 | -20 | 2 | -5 | 0 | -0.1 | -4 | -3
Cc1ccccc1-c1nc(-c2ccc(NC(=O)c3cccs3)cc2)no1 | -18 | 5 | -8 | 13 | 6 | 2 | -0.2 | -7 | 2
C=C(C)c1cccc(C(C)(C)NC(=O)N2CCC(C(N)=O)CC2)c1 | 5 | 6 | -20 | 0 | 15 | 0 | -2.8 | -3 | 3
CN(C)CCNC(=O)c1c(NC(=O)c2ccccc2)sc2c1CCCC2 | -8 | 5 | -1 | 5 | 1 | 3 | 1.0 | 10 | -2
Cc1cc(C(=O)N2CCC(Cc3ccccc3)CC2)ccc1[N+](=O)[O-] | -10 | -6 | 5 | 2 | -6 | 2 | 2.5 | 9 | -3
O=C(CN(C(=O)CNC(=O)c1ccco1)c1ccc(F)c(Cl)c1)NC1CCCCC1 | 2 | -2 | 4 | 3 | -7 | 2 | 0.1 | 15 | 2
O=C(NNC(=O)c1ccc(Br)s1)c1cccc(Cl)c1 | -10 | 1 | 12 | 8 | -1 | 1 | -0.8 | 6 | 5
CC1=C2C3OC(=O)C(C)C3CCC2(C)C=CC1=NO (stereo not drawn) | -4 | -2 | 5 | -4 | -4 | 4 | 1.1 | 15 | -3
O=C(NC(=S)N1CCN(c2ccc([N+](=O)[O-])cc2)CC1)c1ccccc1 | 0 | -8 | 8 | 0 | 2 | 9 | -1.9 | -5 | -1
CCc1nc2ccc(C(=O)NCCOc3ccc(OC)cc3)cn2c1N(CCN(C)C)CC1CC1 | 12 | 2 | -1 | -6 | -5 | 0 | . | -3 | -4
Cc1ccc(S(=O)(=O)N2CCCC2C(=O)OCc2ccccc2)cc1 (stereo not drawn) | -7 | 11 | 4 | 11 | 3 | 6 | 2.9 | 4 | 0
COc1ccc(C2=NN(C(C#N)c3ccc(OC)c(OC)c3)C(c3ccccc3)C2)cc1 (stereo not drawn) | -3 | -2 | -4 | 0 | 4 | 0 | 1.0 | -1 | 0
CC(=O)c1ccc(N2Cc3ccccc3C2=NC(=O)c2cccs2)cc1 | 8 | -1 | 4 | -1 | -1 | 0 | 0.5 | 1 | -2
Oc1c(Br)cc(Br)cc1/C=N/N1CCN(Cc2ccccc2)CC1 | -3 | -3 | 8 | 2 | 1 | 0 | 0.3 | 5 | -2
CCc1cc2cc(C)cc(C)c2nc1SCC(=O)NNC(=O)c1ccco1 | -5 | 1 | -10 | 9 | 1 | 1 | 0.7 | -1 | -1
CCN(CC)C(=O)CC(c1ccc(OC)cc1)c1c(OC)cc(OC)c2ccc(=O)oc12 (stereo not drawn) | 2 | 5 | -4 | 0 | 1 | 6 | -0.2 | 6 | -5
Cc1ccc(CNC(=O)CCNS(=O)(=O)c2ccc(C)cc2)cc1 | -9 | -4 | -5 | -3 | -2 | 1 | 0.1 | 5 | -3
COc1ccc(C(=O)C2CCN(C(=O)c3ccc(F)cc3)CC2)cc1 | -8 | -3 | -10 | 5 | -3 | 8 | -0.8 | 8 | 3
Cc1c(NC(=O)c2ccccc2F)c(=O)n(-c2ccccc2)n1C | -4 | -1 | 3 | 3 | 0 | 1 | 0.6 | 4 | -1
Cc1c(NC(=O)COc2cccc(Br)c2)c(=O)n(-c2ccccc2)n1C | -3 | 5 | -6 | 1 | -9 | 1 | 0.1 | 4 | -5
C[C@H]1CN([C@@H](C)CO)C(=O)c2cc(Br)cnc2O[C@H]1CN(C)C(=O)c1cccnc1 | -2 | -2 | 13 | -3 | -2 | 1 | -1.0 | 11 | 1
CCN(CC)C(=O)[C@H]1CC(CC(=O)NCCC2=CCCCC2)C(=O)N2CCc3c([nH]c4ccccc34)[C@]12C (stereo partly drawn) | 16 | -5 | -3 | -7 | -1 | 2 | 11 | 4 | 3
CCOC(=O)c1cc2sccc2n1CC(=O)OC | 0 | 3 | -1 | 8 | 7 | 1 | -2.1 | -5 | -12
O=C(Nc1ccccc1Cl)Nc1cccnc1Cl | -13 | 1 | -5 | 8 | -4 | -1 | -0.2 | 1 | -1
CCOC(=O)N(CC)OC(=O)Nc1ccc(Cl)cc1 | 0 | -1 | 1 | 4 | 8 | 7 | -1.1 | 13 | -1
c1cnc2c(-c3cccc4nccn34)cccc2c1 | 8 | 0 | 0 | -4 | 7 | 2 | . | -1 | 1
CC1NC(=O)c2cc3ccccc3cc2-n2c1nc1cc(F)ccc1c2=O (stereo not drawn) | -4 | 3 | -10 | -2 | 6 | 2 | -1.1 | -3 | 2

Three entries drawn at random from the list so far:
SMILES | CHRM1 antagonist | CHRM5 PAM | CHRM4 antagonist | M1 PAM | CHRM4 PAM | CHRM4 agonist | CRFBP-R2 agonist | M5 antag | M5 ag
Cc1c(NC(=O)c2ccccc2F)c(=O)n(-c2ccccc2)n1C | -4 | -1 | 3 | 3 | 0 | 1 | 0.6 | 4 | -1
O=C(Nc1ccccc1Cl)Nc1cccnc1Cl | -13 | 1 | -5 | 8 | -4 | -1 | -0.2 | 1 | -1
CC1NC(=O)c2cc3ccccc3cc2-n2c1nc1cc(F)ccc1c2=O (stereo not drawn) | -4 | 3 | -10 | -2 | 6 | 2 | -1.1 | -3 | 2

Going on with the list:
SMILES | CHRM1 antagonist | CHRM5 PAM | CHRM4 antagonist | M1 PAM | CHRM4 PAM | CHRM4 agonist | CRFBP-R2 agonist | M5 antag | M5 ag
O=C(O)c1cccc(Cn2c(Cl)c(/C=N/NC(=O)c3ccccc3O)sc2=O)c1 | -27 | 3 | 5 | 9 | -1 | 0 | 2.9 | 8 | 0
CC(=O)c1ccc(S(=O)(=O)N(C)CC(=O)N2CCCCCC2)cc1 | -15 | -2 | 0 | 7 | 2 | 1 | 1.4 | 11 | -4
COc1ccc(/C=N/S(=O)(=O)CCc2ccccc2)c(OC)c1 | -4 | -7 | -3 | 8 | 18 | 1 | -2.4 | 10 | -1
COc1ccc(Cn2c(=O)[nH]c3cc(C(=O)N4CCN(c5ccccn5)CC4)ccc3c2=O)cc1 | -20 | 7 | -2 | 7 | 12 | 1 | 1.9 | -1 | -1
CC1CN(S(=O)(=O)c2cccc(C(=O)Nc3cc(Cl)ccc3N3CCOCC3)c2)CC(C)O1 (stereo not drawn) | -2 | -6 | 2 | -1 | 5 | 0 | -0.2 | 5 | -5
CCC(C)NC(=O)c1oc2ccc(S(=O)(=O)N3CCC4(CC3)OCCO4)cc2c1C (stereo not drawn) | -1 | -8 | -8 | -2 | -5 | 11 | -0.4 | 9 | 1
O=C(c1ccc(OC2CCN(Cc3ccccn3)CC2)cc1)N1CCC[C@H]1CO | -19 | -2 | -8 | 23 | 2 | 0 | 0.6 | 4 | -6
CCN(CC)S(=O)(=O)c1cc(NC(=O)COC(=O)CCC(=O)c2cccs2)ccc1C | 3 | -5 | -3 | -2 | -7 | 9 | 1.2 | 4 | -1
c1ccc2sc(SCSc3nc4ccccc4s3)nc2c1 | -12 | 16 | 5 | 7 | 3 | -2 | 3.8 | -19 | 2
Cc1cccn2c(=O)c3cc(C(=O)N4CCOCC4)n(C)c3nc12 | 14 | -4 | 10 | -4 | -7 | 1 | -0.5 | 13 | -5
O=C(Cn1cnc([N+](=O)[O-])n1)N/N=C/c1cccc2ccccc12 | 1 | 0 | 4 | -3 | 2 | 2 | 0.2 | 1 | 0
CCN(C(=O)CSc1nnc(C)n1-c1ccccc1)C1CCS(=O)(=O)C1 (stereo not drawn) | -13 | 7 | -5 | 9 | 5 | 0 | -0.2 | 3 | 2
NCCCC[C@@H]1NC(=O)c2cc([N+](=O)[O-])cc(I)c2SC[C@@H](C(N)=O)NC(=O)[C@H](CCC(N)=O)NC1=O | -5 | -5 | 2 | 7 | 16 | 2 | 4.0 | 12 | 1
Cc1ccc(Cn2ccc(C3CC3)n2)cc1 | -8 | 11 | 6 | 8 | 3 | 0 | -1.5 | 2 | 1
O=C1C=CC(=Nc2ccc3c(c2)Cc2ccccc2-3)O1 | -3 | 10 | 1 | -1 | 1 | -1 | -2.9 | 8 | -1
CNC(=O)c1cc(C(=O)c2ccc(F)cc2Cl)c[nH]1 | -13 | -1 | -7 | 15 | -1 | 2 | 4.0 | 10 | 1
Cn1nc(NC(=O)C(F)(F)F)c2nccnc21 | -7 | 6 | -7 | 11 | 4 | 0 | 3.0 | 12 | 1
CCOc1ccc(NC(=O)COC(=O)CCC(=O)c2cccs2)cc1 | -8 | 7 | -1 | 10 | 7 | 3 | -2.0 | 5 | 2
COc1ccc(C(NC(=O)CNC(C)=O)C(=O)Nc2ccc3c(c2)OCCO3)cc1 (stereo not drawn) | -23 | 0 | -1 | 7 | 9 | 0 | -0.7 | -6 | -2
CCN(CC)C(=O)C1CCCN(C/C=C/c2ccccc2[N+](=O)[O-])C1 (stereo not drawn) | 8 | 10 | 4 | -11 | -10 | 1 | 1.3 | 7 | -19
Cc1ccc(CNC(=O)C2CC(=O)N(C3CCCC3)C2)cc1 (stereo not drawn) | 0 | 2 | 1 | -1 | 7 | 1 | -1.7 | 2 | 1

Screens: PubChem BioAssay, several laboratories
